PrPC surface inh = reduces human prion protein on the cell surface. inhibition, % at 13.8 µM. P04156. actives 0.43% (n = 370,000). cell surface PrPC, TR-FRET read-out; in the data active means inhibition above about 24%; further: 0% = median of the test wells and 100% = reference compound wells
CCHF vOTU inh = blocks the CCHF virus ovarian tumor domain protease; CCHFV vOTU protease, Pep-AMC fluorescence; inhibition, % at 11.5 µM; actives 0.55% (n = 370,000); AID 651958; in the data active means inhibition above about 30%; further: 0% = vehicle wells with enzyme and 100% = no enzyme wells
SARS 3CLpro inh = SARS-CoV 3CLpro protease inhibition; AID 1706; recombinant SARS-CoV 3CLpro, quenched FRET peptide cleavage; P0C6X7; inhibition, % at 6 µM; actives 0.14% (n = 290,000); in the data active means inhibition above about 12%
MazEF act = MazEF (E. coli) toxin RNase activation | AID 504720 | P0AE70 | FAM/BHQ RNA-DNA oligo cleavage fluorescence, 5 h | actives 0.32% (n = 350,000) | activation, % at 20 µM; in the data active means activation above about 50%
Target sequence (P0AE70 whole entry, looked up): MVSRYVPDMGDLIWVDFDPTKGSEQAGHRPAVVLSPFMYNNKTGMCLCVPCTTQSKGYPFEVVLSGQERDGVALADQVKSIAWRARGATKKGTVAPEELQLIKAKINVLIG
Anthrax LF inh2 = inhibitors of Bacillus anthracis lethal factor protease; multiplex microsphere protease cleavage assay, LF; inhibition, % at 10 µM; P15917; AID 588501; actives 0.12% (n = 360,000); further: plate controls were buffer without enzyme for full effect and enzyme alone for no effect
BoNT-A LC inh2 = BoNT A light chain protease inhibition | multiplex microsphere protease substrate cleavage, flow cytometry | AID 588499 | actives 0.17% (n = 360,000) | inhibition, % at 10 µM; further: plate controls were buffer without enzyme for full effect and enzyme alone for no effect
Rv3671c inh = inhibits the M. tuberculosis serine protease Rv3671c | P9WHR9 | inhibition, % at 5.96 µM | actives 0.048% (n = 320,000); in the data active means inhibition above about 38%;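 further: extracellular domain of Rv3671c used as enzyme; 0% = enzyme with DMSO and 100% = no enzyme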
Target sequence (P9WHR9 whole entry, looked up, the tested form may be a part): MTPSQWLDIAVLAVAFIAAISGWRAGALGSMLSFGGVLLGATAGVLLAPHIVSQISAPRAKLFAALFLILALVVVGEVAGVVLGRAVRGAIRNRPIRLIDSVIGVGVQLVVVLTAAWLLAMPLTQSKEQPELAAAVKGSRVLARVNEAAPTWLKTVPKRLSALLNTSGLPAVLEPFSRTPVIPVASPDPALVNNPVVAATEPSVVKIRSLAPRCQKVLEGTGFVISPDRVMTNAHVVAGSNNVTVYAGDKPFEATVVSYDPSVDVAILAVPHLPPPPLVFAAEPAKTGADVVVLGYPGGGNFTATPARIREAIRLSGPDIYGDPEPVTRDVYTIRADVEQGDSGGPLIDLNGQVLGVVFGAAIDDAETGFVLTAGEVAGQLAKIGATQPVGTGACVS
BoNT F protease = blocks Botulinum neurotoxin F light chain protease | actives 0.22% (n = 360,000) | Multiplex microsphere protease cleavage assay, flow cytometry | inhibition, % at 10 µM | AID 588497; in the data active means inhibition above about 35%, passing the limit was not always enough; inconclusive means no clear call, values can overlap the other calls; further: plate controls were buffer without enzyme for full effect and enzyme alone for no effect
DUSP3 inh = inhibitors of human VHR1 phosphatase (DUSP3); recombinant VHR phosphatase, pNPP absorbance; inhibition, % at 13.3 µM; actives 0.52% (n = 290,000); AID 1654; in the data active means inhibition above about 50%; further: some compounds called inactive have numbers as strong as hits
Target sequence (P51452 whole entry, looked up): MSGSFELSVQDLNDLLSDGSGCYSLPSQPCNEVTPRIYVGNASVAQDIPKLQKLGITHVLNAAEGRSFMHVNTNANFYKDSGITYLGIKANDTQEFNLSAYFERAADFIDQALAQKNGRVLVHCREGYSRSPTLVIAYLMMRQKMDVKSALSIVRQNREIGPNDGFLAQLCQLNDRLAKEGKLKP
PriA SSB inh = inhibitors of Klebsiella pneumoniae PriA binding to SSB C-terminal tail. AlphaScreen SSBct-PriA binding, biotinylated peptide. inhibition, % at 33 µM. actives 0.6% (n = 430,000). AID 1272365; in the data active means inhibition mostly above about 37%, no sharp cut-off; inactive means mostly below about 20%;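 further: plate controls were negative control peptide for no effect and reference peptide for full effect; strong numbers were not always called active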
* marks the source's active call; other numbers are inactive results; ? = inconclusive; / = no result given; & = joins results of further samples. Unless noted, no stated cut-off is given here; in the data, active means inhibition above about 30%; inconclusive means no clear call, values can overlap the other calls; inactive means below that. This is a subset. The share of hits here may be higher or lower than overall.

SMILES	PrPC surface inh	CCHF vOTU inh	SARS 3CLpro inh	MazEF act	Anthrax LF inh2	BoNT-A LC inh2	Rv3671c inh	BoNT F protease	DUSP3 inh	PriA SSB inh
O=C(O)C1CCC(C(=O)O)SS1 (centres undefined)	-3	-5	/	1	-2	-0.2	/	0	/	3
C=CCN1CC2CC3(COc4cc(C)cc(C)c4)C=CC2(O3)C1=O (centres undefined)	0	12	2	6	0	0.1	-3	-6	25	-13
S=C(c1nc2ccccc2[nH]1)N1CCOCC1	4	-8	2	-2	1	0.2	-4	-2	-22	-5
CC(C)C[C@@H]1O[C@H](CCc2ccccc2)Cc2[nH][nH]c(=O)c21	2	6	/	/	4	-1.3	/	-7	/	/
COC(=O)c1ccc2c(=O)n(CCCCCC(=O)O)c(=O)[nH]c2c1	-5	-25	0	-16	-1	-0.6	-5	-4	0	-6
CC(C)C(NS(=O)(=O)c1ccc2c(c1)OCCO2)C(=O)NCCc1ccccn1 (centres undefined)	-3	2	-1	6	0	0.1	-6	-6	35	-11
CC1=CCC2C(=O)N(CCc3c[nH]c4ccccc34)C(=O)C2C1 (centres undefined)	8	-13	0	4	-6	-0.1	-14	7	-5	6
O=C(CN1CCN(c2ccccc2)CC1)Nc1ccccc1Cl	-3	1	2	-5	-2	0.0	-3	-5	23	-4
O=C(CC1Sc2ncnn2C1=O)Nc1ccc(Cl)cc1 (centres undefined)	8	-7	8	-7	/	/	3	/	28	-3
O=C(COC(=O)c1cc(=O)c2ccccc2o1)Nc1ccc2ccccc2c1	-5	16	2	-2	0	-0.3	6	-2	-3	-8
C[C@H](CO)N1C[C@H](C)[C@@H](CN(C)Cc2cccc(F)c2)Oc2cc(-c3cccc(C#N)c3)ccc2S1(=O)=O	-5	-3	/	3	-3	-0.6	/	-10	/	/
CC(C)[C@@H](N)C(=O)NC[C@H]1O[C@@H](n2cnc3c(=O)[nH]c(N)nc32)[C@H](O)[C@@H]1O	5	6	/	/	1	-0.3	/	-2	/	/
O=S(=O)(NN1CCOCC1)c1ccc(Br)cc1	4	-8	-3	-2	-1	-3.5	-5	-3	37	2
O=C(NCCc1ccccc1)c1cccc2c1C(=O)N(C1CCCCC1)C2	7	-13	3	8	0	-0.8	3	8	-20	1
CC1(C)C(=O)Nc2ccccc2N1C(=O)COC(=O)c1cc(S(=O)(=O)N2CCOCC2)ccc1F	1	-13	1	9	-3	0.0	7	-2	0	-5
Cn1nnc2cc(NC(=O)NCc3ccc4c(c3)OCO4)ccc21	1	-12	4	-8	-7	-0.5	-10	0	-22	-5
COC(=O)C1(c2ccccc2)NC(c2ccc(O)cc2)C2C(=O)N(c3ccc4c(c3)OCO4)C(=O)C21 (centres undefined)	9	-5	2	-23	-3	0.7	4	-7	-12	-2
O=C(CCN1C(=O)c2cccnc2C1=O)NC1CCCCCC1	-3	5	1	2	0	-1.8	9	-20	-1	0
Cc1cccc(C)c1NC(=O)Cn1c(=O)c(N2CCCCC2)c(N)n(C)c1=O	2	-3	/	1	-2	0.0	8	-3	/	-3
O=C(Nc1ccccc1N1CCCC1)c1ccc([N+](=O)[O-])cc1Cl	1	-5	1	-12	0	-0.3	8	0	-14	-4
O=[N+]([O-])c1ccccc1C=CC=NN=Cc1ccccc1O	-1	-8	/	-3	4	0.4	/	1	/	-11
CCOc1cc(/C=N/N=C/c2ccc(O)c(OCC)c2)ccc1O	3	1	0	-7	-1	0.2	3	-1	14	/
O=C(NCCN1Cc2ccccc2C1=O)c1cccs1	-2	24	0	2	-3	0.2	-1	-7	20	-11
Cc1ccc(S(=O)(=O)N2[C@@H](c3ccc(C(C)(C)C)cc3)C(C(=O)O)=CC[C@H]2c2ccc(C(C)C)cc2)cc1	-4	47*	/	-5	-2	-0.3	-24	-6	/	1
Cc1cc(C)nc(N2CCC(C(=O)NCc3ccccc3F)CC2)n1	4	1	1	4	-4	0.4	1	-2	7	-18

12 of these compounds in another layout.
SMILES,PrPC surface inh,CCHF vOTU inh,SARS 3CLpro inh,MazEF act,Anthrax LF inh2,BoNT-A LC inh2,Rv3671c inh,BoNT F protease,DUSP3 inh,PriA SSB inh
O=C(O)C1CCC(C(=O)O)SS1 (centres undefined),-3,-5,/,1,-2,-0.2,/,0,/,3
C=CCN1CC2CC3(COc4cc(C)cc(C)c4)C=CC2(O3)C1=O (centres undefined),0,12,2,6,0,0.1,-3,-6,25,-13
S=C(c1nc2ccccc2[nH]1)N1CCOCC1,4,-8,2,-2,1,0.2,-4,-2,-22,-5
CC(C)C[C@@H]1O[C@H](CCc2ccccc2)Cc2[nH][nH]c(=O)c21,2,6,/,/,4,-1.3,/,-7,/,/
COC(=O)c1ccc2c(=O)n(CCCCCC(=O)O)c(=O)[nH]c2c1,-5,-25,0,-16,-1,-0.6,-5,-4,0,-6
CC(C)C(NS(=O)(=O)c1ccc2c(c1)OCCO2)C(=O)NCCc1ccccn1 (centres undefined),-3,2,-1,6,0,0.1,-6,-6,35,-11
CC1=CCC2C(=O)N(CCc3c[nH]c4ccccc34)C(=O)C2C1 (centres undefined),8,-13,0,4,-6,-0.1,-14,7,-5,6
O=C(CN1CCN(c2ccccc2)CC1)Nc1ccccc1Cl,-3,1,2,-5,-2,0.0,-3,-5,23,-4
O=C(CC1Sc2ncnn2C1=O)Nc1ccc(Cl)cc1 (centres undefined),8,-7,8,-7,/,/,3,/,28,-3
O=C(COC(=O)c1cc(=O)c2ccccc2o1)Nc1ccc2ccccc2c1,-5,16,2,-2,0,-0.3,6,-2,-3,-8
C[C@H](CO)N1C[C@H](C)[C@@H](CN(C)Cc2cccc(F)c2)Oc2cc(-c3cccc(C#N)c3)ccc2S1(=O)=O,-5,-3,/,3,-3,-0.6,/,-10,/,/
CC(C)[C@@H](N)C(=O)NC[C@H]1O[C@@H](n2cnc3c(=O)[nH]c(N)nc32)[C@H](O)[C@@H]1O,5,6,/,/,1,-0.3,/,-2,/,/

Additional entries:
SMILES	PrPC surface inh	CCHF vOTU inh	SARS 3CLpro inh	MazEF act	Anthrax LF inh2	BoNT-A LC inh2	Rv3671c inh	BoNT F protease	DUSP3 inh	PriA SSB inh
COc1ccc(-n2nnnc2SCC(=O)Nc2ccccc2N2CCOCC2)cc1OC	-1	-7	-4	0	1	-0.4	-2	-1	10	-16
Cc1cc(C)c[n+](CC(=O)c2c(C)cc(C)c([N+](=O)[O-])c2C)c1	1	-1	-6	1	6	-0.6	4	-1	13	2
Cc1ccccc1NS(=O)(=O)c1ccc(C)c(NS(C)(=O)=O)c1C	3	16	4	-17	-1	1.4	10	-8	20	-13
O=C1COc2ccc(C(=O)COC(=O)Cc3c(F)cccc3Cl)cc2N1	1	-10	/	-3	0	4.9	/	15	/	16
CCC(=O)Nc1ccc(C(=O)N/N=C/c2cccnc2)cc1	5	-16	-10	5	2	0.4	6	5	15	/
Cc1ccc(Sc2c([N+](=O)[O-])c(C)nn2C)cc1	6	4	2	11	2	-0.3	2	12	14	-21
O=C(CSc1nc(-c2ccccc2)nc2ccc(F)cc12)Nc1cccc(C(=O)O)c1	4	6	0	-1	-11	-1.0	-10	-4	32	-23
O=C(COC(=O)CCC1CCCC1)Nc1ccc(F)cc1Cl	-3	14	/	-2	-9	-0.1	-8	0	/	-13
O=C(c1ccco1)N1CCN(S(=O)(=O)c2ccc3c(c2)OCCO3)CC1	3	12	1	-1	-2	-0.2	5	-5	12	-14
O=[N+]([O-])c1ccc(/C=N/Nc2ncc(Br)cn2)cc1	-4	-7	1	8	5	-2.1	/	-10	22	/
C=CCSC1=C(C#N)C(c2cc(Br)c(O)c(OC)c2)CC(=O)N1 (centres undefined)	-1	-5	-1	0	0	0.3	-10	6	-1	-5
CCOC(=O)C1=C(Cc2ccc(Cl)cc2)C(=O)c2ccccc2C1=O	/	/	1	-18	-9	2.9	-90	-10	-12	26
O=C(Cc1c[nH]c2ccccc12)NCc1cccs1	1	3	0	0	0	0.6	8	7	33	7
O=C(NCc1cccnc1)Nc1ccccc1F	-4	-1	2	6	-1	-0.2	5	-5	8	-10&-16
CS(=O)(=O)N(Cc1nc2sc3c(c2c(=O)[nH]1)CCCC3)C1CCCCC1	/	/	-3	0	/	/	-2	/	/	2
O=C(CSc1nc2ccccc2[nH]1)Nc1ccccc1N1CCOCC1	1	17	7	1	-4	1.3	6	-5	10	-3
O=C(CN1CCCC1)NC(c1ccccc1)c1ccccc1	-5	-6	-2	4	6	2.0	7	?	51*	-8
CC(=O)Nc1cc(-c2ccccc2N(C)C)cn2c(-c3ccc(S(C)(=O)=O)cc3)cnc12	-36	-6	/	/	-3	0.3	/	-1	/	/
CCCC(=O)OCCn1c(Br)nc2c1c(=O)[nH]c(=O)n2C	-2	-9	3	6	0	0.3	-8	12	13	-7
COc1ccc2[nH]c(=O)c(CN(c3ccc(C)c(C)c3)S(C)(=O)=O)cc2c1	0	-14	-5	2	1	0.8	3	-1	16	-4
CCCCCC(=O)Nc1ccc(C(=O)COC(=O)c2ccccn2)cc1	3	-1	/	3	4	-3.1	4	7	/	0
Cc1nc(N)sc1-c1csc(Nc2cccc(C(=O)O)c2)n1	7	1	0	13	9	-5.9	/	-10	43	-11
Cc1cc(C)nc(NS(=O)(=O)c2ccc(NC(=O)Nc3ccccc3)cc2)n1	-15	12	1	8	0	0.7	-4	6	14	-12
COC(=O)CC1=NN(c2ccc(OC)cc2)C(=O)/C1=C\c1ccc(Cl)cc1	-1	10	0	2	0	1.0	0	-6	-8	11
CCOCc1nnc(NC(=O)CSc2ccc(C)cc2)s1	1	-8	4	4	-16	-0.6	0	4	27	-6
Next part
SMILES	PrPC surface inh	CCHF vOTU inh	SARS 3CLpro inh	MazEF act	Anthrax LF inh2	BoNT-A LC inh2	Rv3671c inh	BoNT F protease	DUSP3 inh	PriA SSB inh
Cc1cc(C)n(CC(O)COc2ccccc2C)n1 (centres undefined)	-2	6	1	3	-4	-0.7	-2	-4	7	-8
S=c1[nH]cc2cnccn12	7	-9	/	3	-4	-0.2	/	-6	/	/
CC(C)NC(=O)COC(=O)c1ccc(O)cc1	2	2	1	2	-4	-1.8	-8	?	10	-9
CCN(CC)c1nc(N)c2c(N)nc(OC)cc2c1C#N	3	-3	/	21	2	3.0	-34	1	/	15
Cc1ccsc1CN1CCC(C(=O)NCc2ccccc2Cl)CC1	-2	8	4	-1	-2	0.0	3	-1	0	-12
CCOCCCNC(=O)C(NC(=O)CNC(C)=O)c1ccc(Cl)cc1 (centres undefined)	3	1	0	4	2	0.0	7	4	5	-7
CNC(=O)c1c(Cl)cnn1-c1ccccc1	-25	-3	5	5	2	-0.2	6	2	26	-1
O=C(O)CCCCCNC(=O)CSc1nnc(-c2ccco2)n1-c1ccccc1	-9	12	-4	9	-11	-0.2	-1	-1	26	10
Cc1ccc(S(=O)(=O)Nc2cccc(C(=O)N3CCCC3)c2)cc1F	2	9	/	-5	1	-1.9	-4	4	/	-5
CCOC(=O)c1cnc(-n2nc(C)cc2C)nc1NC	5	8	-1	8	?	?	-2	?	10	11
CCN=C1SC(CC(=O)NCCc2ccc(OC)c(OC)c2)C(=O)N1CC (centres undefined)	-10	9	2	-2	-1	0.2	-1	6	5	-23&-17
Cc1c(CC(=O)N2CCC(C(=O)O)CC2)c(=O)oc2cc3c(cc12)CCC1(CCCCC1)O3	-2	-145	3	8	-2	0.3	-3	-8	4	-3
Cc1cccc2c3nc4ccccc4nc3n(CCCN3C(=O)c4ccccc4C3=O)c12	-1	2	-1	-39	9	10	/	7	-8	-5

Assay outcomes as filed in PubChem BioAssay.
